# KLK5 inh: inhibitors of human kallikrein 5; Q9Y337; recombinant hK5, fluorogenic AMC substrate cleavage; inhibition, % at 5 µM; 0.59% of 210,000 active; AID 873;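 active = inhibition of 40% or more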;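 note: 0% = enzyme controls without compound and 100% = no-enzyme blanks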
# FXIIa inh 1536: factor XIIa (human) inhibition | P00748 | purified FXIIa, Boc-QGR-AMC fluorogenic substrate, 2 h | inhibition, % at 5 µM | 0.3% of 220,000 active; in the data active = inhibition above about 40%;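 note: 0% = enzyme with no compound and 100% = blank without enzyme; many of its hits are not listed in these tables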
# Target sequence (P00748 20-372 limits assumed): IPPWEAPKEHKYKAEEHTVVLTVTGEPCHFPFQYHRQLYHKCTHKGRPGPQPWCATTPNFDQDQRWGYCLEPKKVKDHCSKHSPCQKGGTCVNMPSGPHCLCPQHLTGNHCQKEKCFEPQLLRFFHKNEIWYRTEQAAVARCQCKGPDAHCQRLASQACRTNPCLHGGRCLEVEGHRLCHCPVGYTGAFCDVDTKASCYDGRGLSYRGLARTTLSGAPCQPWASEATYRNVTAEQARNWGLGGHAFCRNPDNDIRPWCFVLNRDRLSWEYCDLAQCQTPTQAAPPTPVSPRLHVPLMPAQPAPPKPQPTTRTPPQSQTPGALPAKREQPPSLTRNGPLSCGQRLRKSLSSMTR
# Target sequence (P00748 373-615 limits assumed): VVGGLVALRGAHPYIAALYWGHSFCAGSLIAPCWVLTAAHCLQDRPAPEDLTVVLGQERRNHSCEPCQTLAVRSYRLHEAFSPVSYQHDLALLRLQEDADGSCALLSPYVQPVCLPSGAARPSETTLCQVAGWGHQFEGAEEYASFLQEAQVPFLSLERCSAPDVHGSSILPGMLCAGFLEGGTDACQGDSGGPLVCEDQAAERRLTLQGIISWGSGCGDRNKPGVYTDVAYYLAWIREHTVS
# FXIa inh 1536: factor XIa (human) inhibition. purified FXIa, Boc-Glu-Ala-Arg-AMC fluorogenic substrate. 0.14% of 220,000 active. inhibition, % at 5 µM. P03951;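 active = inhibition of at least 40%; inactive = inhibition below 40%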;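 note: fluorescence of freed AMC excited at 355 nm; 0% = enzyme without compound and 100% = no enzyme blank; many of its hits are not listed in these tables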
# Rad51 HR inh: blocks human Rad51 in homologous recombination. Q06609. hRad51 DNA strand exchange, fluorescence dequenching. inhibition, % at 10 µM. 0.085% of 200,000 active;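 active = inhibition above 40% at the single screening dose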;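 note: 0% = DMSO control wells and 100% = blanks with heterologous ssDNA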
# Target sequence (Q06609 whole entry, looked up): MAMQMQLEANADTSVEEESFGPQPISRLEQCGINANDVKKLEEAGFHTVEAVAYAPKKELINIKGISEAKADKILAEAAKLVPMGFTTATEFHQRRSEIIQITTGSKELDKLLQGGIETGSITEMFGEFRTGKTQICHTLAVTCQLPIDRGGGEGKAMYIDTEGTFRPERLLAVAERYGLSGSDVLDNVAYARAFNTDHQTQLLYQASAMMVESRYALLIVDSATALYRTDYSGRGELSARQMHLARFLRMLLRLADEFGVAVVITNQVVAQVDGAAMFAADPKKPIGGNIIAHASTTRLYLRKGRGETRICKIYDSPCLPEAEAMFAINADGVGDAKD
#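 material = hRad51 filaments on single-stranded DNA | reagent = Donor/quencher-labelled 47-bp dsDNA substrate | compound = 10 µM final, single point | schedule = strand-exchange reaction 15 min at room temperature | measured by = fluorescein emission 520 nm, excitation 485 nm | read-out basis = % inhibition versus plate control and blank means | benchmarks = plate controls and plate blanks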
# m-calpain inh: calpain II (pig) inhibition; purified calpain II, fluorogenic peptide substrate, 30 min; inhibition, % at 16 µM; 0.37% of 220,000 active; AID 1236;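 active = inhibition above about 50%, limit read from the data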
# Furin inhibitor: human furin inhibition; purified furin, fluorogenic substrate cleavage; inhibition, % at 30 µM; P09958; AID 463115; 0.061% of 220,000 active; in the data active = inhibition above about 25%; note: inactives centre near -15
# PERK inh: blocks human PERK kinase | 0.17% of 220,000 active | inhibition, % at 5.6 µM | CHO PERK-DD fusion, SEAP luminescence translation reporter;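 active = inhibition above the mean inhibition of all tested compounds plus 3 SD, set separately per screening campaign, cut at about 2.9% in these data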;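 note: PERK kinase domain activated by AP20187 dimerizer at 100 nM; 0% = DMSO with dimerizer and 100% = rapamycin at 8.4 µM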
# thrombin 1536: inhibitors of human thrombin; P00734; alpha-thrombin, Boc-VPR-AMC fluorogenic substrate cleavage; inhibition, % at 5 µM; 0.26% of 220,000 active; AID 1046;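 active = inhibition at or above 40%; inactive = inhibition below 40%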;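 note: 0% = enzyme with no compound and 100% = wells without enzyme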
#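 System – human alpha-thrombin · Medium – pH 7.5 Tris (50 mM) with NaCl 150 mM, Tween 20 0.05% · Compound – single-point dosing at 5 µM, 0.2% DMSO · Incubation – enzyme reaction carried out at room temperature · Technique – fluorescence of released AMC, ex 355 nm, em 460 nm · Read-out basis – % inhibition of thrombin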
# KCC2 mod: modulates chloride dependent transport by human KCC2; Q9H2X9; KCC2 cells, thallium flux FluoZin-2 fluorescence; B-score of Tl+ flux slope (higher = more flux/activation; lower = inhibition) at 10 µM; 2.2% of 190,000 active; AID 1456;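 active = thallium flux slope and its plate-corrected score both differing from the plate sample mean at a set confidence after two filtering rounds, in either direction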;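 note: slope of fluorescence scaled to starting intensity during 10 to 20 s after thallium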
# * marks the source's active call; other numbers are inactive results; i = inactive; x = no result given; [ ] = dose if it differs, or a comment. This is a subset (hit frequency here may not be typical).
SMILES | KLK5 inh | FXIIa inh 1536 | FXIa inh 1536 | Rad51 HR inh | m-calpain inh | Furin inhibitor | PERK inh | thrombin 1536 | KCC2 mod
Oc1ccc(-c2[nH]ncc2-c2nc3ccccc3s2)c(O)c1 | -5.7 | 8.2 | -1.6 | 3.7 | -18.5 | -20.2 | 0.3 | -9.8 | -1.42
CCOc1ccc(/C=N/OCC(=O)Nc2ccc(OCc3ccccc3)cc2)cc1OC | -5.3 | 5.5 | -2.5 | 0.8 | -3.6 | -22.4 | 1.1 | -2.0 | 1.09
CC(C(=O)N(C)C)N(C#N)c1nc(N(C)C)nc(N(C)C)n1 (stereo not drawn) | -9.5 | 19.1 | 0.2 | -2.6 | -2.8 | -26.2 | 0.9 | -6.0 | x
O=C(O)CCC(=O)NNC(=O)c1cccc(Br)c1 | -17.0 | 13.3 | 0.7 | 2.1 | 0.6 | -9.4 | 0.7 | 1.2 | -0.0222
Cc1ccc(C)c(SCc2noc(C(=O)NCC3CCCO3)c2C(=O)O)c1 (stereo not drawn) | -24.9 | 4.8 | 4.7 | -9.4 | -54.3 | -13.2[20 µM] | 0.1 | -6.9 | 0.744
CCOc1ccc(N2C(=O)CC(N3CCC(NC(=O)Nc4ccccc4)CC3)C2=O)cc1 (stereo not drawn) | -4.1 | 19.8 | 4.8 | -15.4 | -22.4 | -17.1[20 µM] | -0.1 | 5.2 | -0.36
O=C(CSc1nc(C2CCCCC2)n(-c2ccccc2)n1)NCC(F)(F)F | 31.7 | 17.6 | 15.8 | x | 31.8 | -16.8 | -1.2 | 15.8 | -0.617
Cc1c(C(=O)NN)sc(-c2ccccc2)c1C#N | -10.7 | 4.2 | -6.3 | 13.1 | 1.3 | -16.2 | 0.2 | -4.0 | 0.126
CCN(CCn1cccn1)Cc1nc(-c2ccc(OC)cc2)no1 | -4.2 | 1.3 | -6.3 | -14.7 | -7.3 | -13.4 | -0.5 | -5.4 | 0.54
CCCN(CCC)S(=O)(=O)c1cc(Br)cc2c1N(C(=O)CC)CC2 | -2.1 | 11.4 | 3.3 | -0.7 | 28.6 | x | x | -2.6 | x
CCSc1sc(CC)cc1C=O | -1.0 | -1.0 | -3.8 | 27.5 | 6.3 | -8.0 | -0.1 | -0.8 | 0.935
COC(=O)Cc1c(C)c2ccc(OCC(C)=O)c(C)c2oc1=O | -24.7 | 16.7 | 3.5 | 2.9 | -238.3 | -28.1[20 µM] | 0.6 | 0.8 | 1.2
CCOc1ccccc1CNc1ccc(O)cc1 | -21.6 | -4.8 | -11.1 | 4.2 | -25.8 | -20.2 | 0.0 | -2.2 | -0.175
CSCCC(NC(=O)C1CCC(C)CC1)C(=O)N1CCN(c2ccccn2)CC1 (stereo not drawn) | -2.8 | 21.7 | 0.5 | -4.9 | -53.9 | -19.9 | -1.5 | -1.8 | x
COc1ccc(C(=O)NCC(=O)OCC(=O)NCc2cccs2)cc1 | -4.4 | 9.7 | -2.8 | -9.8 | 12.4 | -29.0 | 0.3 | -4.4 | 0.0812
Cc1ccc(NC(=O)CSc2ncn[nH]2)cc1S(=O)(=O)N1CCOCC1 | 1.1 | -0.7 | -6.9 | -10.3 | 1.3 | -10.2 | 0.9 | -6.7 | -0.0727
CCc1ccc(NC2Nc3cc(C)nn3S2)cc1 (stereo not drawn) | -8.4 | 12.7 | 9.5 | x | -9.1 | -19.1 | 1.2 | -0.7 | 0.16
C/C(=N\OCC(=O)Nc1ccc(OC(F)(F)F)cc1)c1ccc2c(c1)OCCO2 | -13.9 | 0.1 | 4.3 | 9.9 | 10.0 | -24.4 | 1.1 | -6.4 | 0.13
NC(=O)CSc1nnc(Cn2c(=O)sc3ccccc32)n1-c1cccc(Cl)c1 | -11.3 | 2.6 | -6.7 | 8.6 | -3.9 | -22.2 | 0.3 | -5.1 | 0.204
COCC(C)NC(=O)CCS(=O)(=O)c1nc(-c2ccc(OC)cc2)cc(C(F)(F)F)n1 (stereo not drawn) | -26.6 | 6.3 | -11.6 | 7.8 | i | -15.6 | -0.1 | -0.4 | 0.388
Cc1ccc(C2(O)C(=O)c3ccccc3C2=O)c(O)c1C | -1.4 | 4.5 | 1.1 | 5.9 | -3.9 | -14.9 | 0.4 | -2.4 | x
COc1ccc(N2C(=O)C3[C@@H](C2=O)C2(Cl)C(Cl)=C(Cl)C3(Cl)C2(OC)OC)cc1 (stereo partly drawn) | -0.4 | 7.3 | -1.7 | -4.7 | 8.3 | -16.2 | -0.6 | -10.0 | 1.16
Cc1c(C)n(CCc2c[nH]c3ccccc23)ccc1=O | 1.2 | 5.6 | -1.1 | -4.1 | -15.6 | -20.9 | 0.1 | 3.1 | -0.175
O=C(CSc1nnc(-c2cccc(S(=O)(=O)N3CCCC3)c2)n1-c1ccccc1)Nc1ccc(C(=O)O)cc1 | x | 5.7 | 0.2 | x | 26.9 | -25.2 | 0.5 | -2.5 | 0.305
CC(NS(=O)(=O)c1ccccc1)C(=O)NCc1ccco1 (stereo not drawn) | -9.3 | 0.7 | -4.3 | -0.9 | -0.7 | -27.4[20 µM] | 0.5 | -7.1 | x
Cc1ccc(NC(=O)/C(=C\c2cccc([N+](=O)[O-])c2)NC(=O)c2cccs2)cc1 | 18.7 | 16.5 | -0.8 | x | 8.3 | -13.4[20 µM] | -0.4 | 0.8 | -0.481
Cc1nn(C)cc1/C=N/n1nnnc1N | 2.9 | 1.6 | 0.2 | -4.8 | -32.9 | -27.2 | 1.4 | 3.7 | 1.41
O=C(NCc1ccccc1C(F)(F)F)C12CN(Cc3ccccc3)CC1C(c1ccc([N+](=O)[O-])cc1)=NO2 (stereo not drawn) | -8.0 | 16.6 | 10.8 | 3.5 | -30.2 | -13.7[20 µM] | -1.1 | 1.1 | -0.653
Cc1ccc(-n2ncc3c(Nc4c(C)n(C)n(-c5ccccc5)c4=O)ncnc32)c(C)c1 | -7.3 | 10.8 | 7.5 | 5.6 | -16.9 | -17.4[20 µM] | -0.7 | 2.4 | -0.162
C/C(=N\NC(=O)CSCc1ccccc1Cl)c1cc(O)ccc1O | -1.4 | 4.3 | -5.1 | -3.2 | -17.6 | -6.1 | -1.5 | -7.0 | -2.97
S=C(Nc1ccc(Nc2ccccc2)cc1)N1CCN(c2ncccn2)CC1 | -4.8 | x | -6.5 | -4.8 | -6.1 | -20.8 | 0.5 | -5.2 | -0.0129
COc1ccc(CCNC(=O)[C@@H](NC(=O)c2ccccc2F)C(C)C)cc1OC | -4.5 | 11.8 | -4.2 | 5.4 | -4.7 | -22.1 | 0.1 | -1.6 | 1.87
CC(C)c1ccc(C2NC(=S)NC3=C2C(=O)CC(C)(C)C3)cc1 (stereo not drawn) | -8.0 | 7.7 | 6.0 | -5.7 | 3.8 | -7.9 | 0.1 | -5.3 | 0.118
O=C(Nc1ccc(Cl)cc1C(=O)NCC1CCCO1)c1ccco1 (stereo not drawn) | -16.1 | 8.0 | -3.7 | 1.8 | -14.1 | -14.1[20 µM] | -0.8 | -4.4 | -0.569
O=C(Nc1ccc(F)cc1)N1CCN(c2nc3ccccc3s2)CC1 | -1.7 | 7.8 | -6.1 | 1.8 | 13.6 | -0.5 | -1.2 | -9.5 | -0.12
O=C(NC1CC2CCCC(C1)N2Cc1cccs1)c1ccc([N+](=O)[O-])cc1 (stereo not drawn) | -1.7 | 4.2 | -3.3 | 3.6 | 14.5 | -26.7 | 0.3 | -14.1 | -0.508
CC1=Nc2ccccc2N=C(NC(=O)CN2CCN(c3ccccc3)CC2)C1c1ccccc1 (stereo not drawn) | x | 4.9 | -1.2 | x | 56.6* | -17.8 | -0.1 | -5.5 | -0.0845
CC(NC(=O)/C(C#N)=C/c1cn(-c2ccccc2)nc1-c1ccc(F)cc1)c1ccccc1 (stereo not drawn) | -11.8 | 3.7 | -1.9 | 22.4 | -36.6 | -16.7 | 0.3 | -1.9 | 0.864
Nc1cc(Oc2cccnc2)cc([N+](=O)[O-])c1 | x | -1.4 | -9.1 | x | 46.7 | -6.9 | 1.6 | -8.0 | -0.648
O=c1cnnc(Nc2ccccc2F)[nH]1 | 1.4 | 2.3 | -4.0 | 1.3 | -14.3 | -15.4 | 1.4 | -3.1 | 1.21
COCCN(C(=O)Cn1nnc2ccccc21)C(C(=O)NC1CCCC1)c1ccc(OC)cc1OC (stereo not drawn) | -4.2 | 10.8 | 1.6 | 5.0 | 19.1 | -13.3[20 µM] | -0.6 | 1.5 | -0.354
CC(=O)Nc1cc2ccc(OC(C)=O)cc2oc1=O | -27.2 | 7.0 | 1.3 | 2.6 | -488.9 | -110.0 | x | 1.0 | 0.568
CC(Nc1cc(N2CCCC2)ccc1[N+](=O)[O-])c1ccccc1 (stereo not drawn) | 6.3 | -12.4 | -15.0 | -1.0 | 7.1 | -7.7 | 2.9* | -4.8 | -0.288
CCNc1c2c3c(cccc3n(C)c1=O)C(=O)c1ccccc1-2 | -3.5 | 15.6 | -4.3 | i | 20.4 | -12.1 | -0.7 | 1.6 | i
Cc1sc(N)nc1-c1ccccc1 | -0.2 | 6.2 | -8.0 | 10.5 | -24.2 | -12.3 | 1.6 | -0.5 | 0.252
CCCCCOC(=O)C1[C@H]2C(=O)N(c3ccccc3CC)C[C@]23C=C[C@H]1O3 (stereo partly drawn) | 1.7 | 14.5 | -7.6 | 2.5 | -36.3 | -25.5 | -1.3 | -3.2 | -0.104
Cc1ccc(S(=O)(=O)N2CCCC2C(=O)OCC(=O)Nc2ccc3c(c2)OCO3)cc1 (stereo not drawn) | 11.2 | -5.3 | -9.0 | -14.7 | 11.1 | -1.7 | 0.3 | -2.9 | -0.208
O=C(NCc1ccccc1)c1ccc2c(c1)C(=O)N(Cc1ccncc1)C2=O | -1.9 | 10.8 | 0.3 | -5.5 | 14.2 | -23.9[20 µM] | 0.6 | -0.2 | -0.843
Cc1cc(C)c2c(n1)nn1c(-n3ccnc3)cc(C)nc21 | -22.8 | -13.8 | -13.1 | 5.8 | x | -78.9 | 0.3 | -3.9 | x
O=C(/C=C/Nc1ccc(F)cc1)c1ccc(Oc2ncccn2)cc1 | -29.1 | 15.7 | -1.4 | x | -36.1 | 1.7[20 µM] | 0.9 | -12.2 | x
C=CCn1c(SCC(=O)N2c3ccccc3Sc3ccccc32)nnc1-c1ccco1 | 1.5 | 3.4 | -1.5 | 3.7 | -2.5 | -14.1 | -1.6 | -3.8 | -0.972
CCN(c1ccccc1)S(=O)(=O)c1cc(C(=O)Nc2ccc(F)c(F)c2)ccc1F | -1.7 | 17.4 | 6.8 | 0.9 | 28.8 | -18.7 | 0.2 | -9.0 | -0.295
O=C(O)c1cc2c(N3CCC(Cc4ccccc4)CC3)ncnc2s1 | -3.3 | 4.3 | -4.1 | 14.6 | -21.1 | -16.9 | 0.3 | 1.3 | -3.18
CCOC(=O)CCNC(=O)Nc1ccc2nc(C)n(Cc3ccc(Cl)cc3)c(=O)c2c1 | -11.9 | -2.2 | 1.6 | 1.4 | 18.0 | -37.9 | 0.0 | 3.9 | 0.171
CCOc1cc(/C=N/NC(=O)C(=O)NCCCOC(C)C)cc(Br)c1O | -11.8 | 3.0 | -5.2 | -4.8 | 15.5 | -4.2 | -0.1 | 1.4 | 0.995
CCN(CC)S(=O)(=O)c1cccc(-c2nnc(SCc3ncc(-c4ccccc4)o3)n2C)c1 | -1.7 | 15.3 | 15.7 | 7.9 | -12.3 | -11.4 | -0.5 | -2.8 | x
